T cell modulator – modulators of CD8 T cell-vesicle binding, primary screen, mouse 2C CD8+ T cells, flow cytometry | 2C CD8+ T cell-vesicle binding; hits give low values | 0.068% of 330,000 active | calls only at 7 µM;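 active means response, share of CD8 T cells binding vesicles, and their 90th percentile fluorescence all below set limits, cut at about 80% in these data, passing the limit was not always enough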
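Test system: purified 2C TCR transgenic mouse naive CD8+ T cells. Probe or stimulus: QL9-peptide-loaded Drosophila micro-vesicles bearing Ld, ICAM-1 and B7-1. Incubation: binding step 1.5 h, 37 °C, antibody labelling 20 min, ice. Measured by: flow cytometry of vesicle-bound cells.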
Yfh1-depleted yeast – enhancers of respiration in Yfh1-depleted yeast, dose response, Friedreich's ataxia, plus single-dose screen (AID 1465); 0.074% of 220,000 active; fold induction at 50 µM, or EC50 in µM where a hit was titrated; S. cerevisiae Yfh1-off respiration, WST-1 reduction, 72 h; higher fold induction means a stronger effect;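 active means fold induction of absorbance versus untreated yeast above a set limit, then at least 30% activation at any dose in follow-up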;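 further: activators that raise dye reduction in frataxin-depleted yeast; strong numbers were not always called active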
bCat nuc transl – modulators of beta-catenin nuclear translocation, primary screen, imaging, HeLa cells, immunofluorescence, high-content | AID 1665, 2009 | nuclear translocation activity, % at 5 µM | 0.3% of 190,000 active;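 active means nuclear translocation activity above 50% at 5 µM, with a well cell count of 50 or more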;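 further: per-cell ratio of nuclear to cytoplasmic median beta-catenin stain intensity; plate controls were DMSO negative control for no effect and GSK-3 inhibitor IX positive control for full effect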
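System: Human HeLa cells, endogenous beta-catenin | Compound dosing: 5 µM primary, 0.02–20 µM confirmation | Timing: 24 h compound exposure at 37°C, 5% CO2 | Measured by: Fluorescence imaging of beta-catenin antibody stain plus DAPI | Read-out basis: % activation of per-cell nuclear versus cytoplasmic median beta-catenin signal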
WT yeast gro inh – growth inhibition of WT strain, primary screen, mitochondrial fusion inhibitor project, WT and mutant strains, chemical genetic; inhibition, % at 10 µM; mitochondrial fusion phenotypic screen; 2.1% of 190,000 active; in the data active means inhibition above about 58%; tested in S. cerevisiae
Autophagy mod – autophagy modulators in MEF cells, primary screen, imaging, high-content, MEF GFP-LC3. AID 463193, 2010. 0.98% of 190,000 active. MEF GFP-LC3 puncta imaging; test concentration mostly 10 µM. calls only at 10 µM (by protocol);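 active means percentage of spot-positive cells more than 3 SD above its plate mean, without a fluorescence outlier flag or 80% toxicity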;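 further: spot-positive cell cutoff set from DMSO-treated cells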
M17LAP inhibition – P. falciparum M17LAP inhibitors, primary screen, biochemical, fluorogenic H-Leu-NHMec substrate, 1536-well (AID 1619); recombinant M17LAP, H-Leu-NHMec fluorogenic kinetic assay; higher % means a stronger effect; one-dose inhibition, % at 30 µM; IC50 in µM for titrated hits; 0.38% of 220,000 active;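 active means compound inhibiting the enzyme by more than half at any dose during confirmatory dose-response retesting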;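 further: plate controls were full reaction with DMSO carrier for no effect and no enzyme background for full effect; strong numbers were not always called active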
MT stabilizer – microtubule stabilizers in HeLa cells, primary screen, imaging, high-content imaging | HeLa tubulin immunostaining HCS, 24 h; share of cells brighter than vehicle mean+2SD | 0.83% of 200,000 active | AID 2205, 2009 | % tubulin-high responders, % at 10 µM;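 active means plate Z-score above 3 for both tubulin-high and condensed-nucleus cell shares, with cell loss under 80%, at 10 µM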;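 further: anti alpha tubulin signal scored within the nucleus-defined area of each cell; some results filed as inactive read as strong as hits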
P. falciparum M1AAP – P. falciparum M1AAP inhibitors, biochemical, fluorogenic H-Leu-NHMec substrate, 1536-well (AID 1445) | Aminopeptidase N (Plasmodium falciparum (isolate 3D7)) | recombinant M1AAP, H-Leu-NHMec fluorogenic kinetic assay; higher % means a stronger effect | one-dose inhibition, % at 30 µM; IC50 in µM for titrated hits | 0.42% of 220,000 active;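 active means primary inhibition above the hit cutoff, then over 50% inhibition at one or more dose response concentrations, cut at about 23% in these data, passing the limit was not always enough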;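 further: plate controls were DMSO full reaction for no effect and no enzyme background for full effect; strong numbers were not always called active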
Dynein cargo inh – inhibitors of GR-EGFP nuclear translocation, primary screen, dynein cargo transport inhibitor project, imaging, high-content, 3617.4 mouse cells | test concentration mostly 20 µM; stimulated with dexamethasone, 1 µM; hits give low values | z-score, hits read low | 0.47% of 220,000 active | AID 1381, 2008;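 active means plate z-score of nuclear minus cytoplasmic receptor signal below a set negative limit, without overly bright fluorescence or cell loss, cut at about -3.5 in these data, passing the limit was not always enough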;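 further: z-score of nuclear minus cytoplasmic ring GR-EGFP intensity difference per well; some compounds called inactive have numbers as strong as hits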
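medium = tetracycline-free induction medium containing charcoal-stripped FBS | probe or stimulus = dexamethasone, 1.0 µM final | timing = 48 h induction, then 1 h compound, then 30 min agonist, 37 °C | detection = automated 10x imaging of fixed Hoechst-stained cells | read-out basis = nuclear versus cytoplasmic GR-EGFP signal, averaged per well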
WT yeast gro inh mutant strain – second read-out of WT yeast gro inh, no call of its own (marks repeat the call); inhibition, %; mitochondrial fusion phenotypic screen, mutant strain inhibition
Dynein cargo inh cytoplasmic EGFP – recorded beside Dynein cargo inh, whose call it bears; z-score; measured here: cytoplasmic GR-EGFP intensity; hits give high values
Dynein cargo inh nuclear GR-EGFP – recorded beside Dynein cargo inh, whose call it bears; z-score; measured here: nuclear GR-EGFP intensity;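 lower value marks the stronger effect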
Dynein cargo inh cell count – second read-out of Dynein cargo inh, no call of its own (marks repeat the call); z-score; measured here: cell count per field
bCat nuc transl cell count 5 µM – second read-out of bCat nuc transl, no call of its own (marks repeat the call); cell count; measured here: cell count, cytotoxicity flag
T cell modulator vesicle-bound % – further read-out of T cell modulator, marked with its call; double positive events, %; measured here: CD8+ vesicle-bound cell fraction;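 binding gate set so that unloaded-vesicle control wells show 10% double positive cells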
MT stabilizer Hoechst-high % – recorded beside MT stabilizer, whose call it bears; % Hoechst-high responders; measured here: nuclear condensation Hoechst responders;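 share of cells brighter than vehicle mean plus two SD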
MT stabilizer cytotoxicity % – further read-out of MT stabilizer, marked with its call; toxicity, %; measured here: cytotoxicity by cell density;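 0% = mean cell density of plate MIN control wells and 100% = no cells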
Autophagy mod cell loss 18 h – also measured in Autophagy mod; calls as there; toxicity, %; measured here: cell loss, nuclei count;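 cell loss after 18 h compound exposure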
Starred values were filed as active, the others as inactive; i = inactive; · = not tested or not shown. Compounds as they come. Share with any hit: about 4.4%.

Fields – T cell modulator	T cell modulator vesicle-bound %	Yfh1-depleted yeast	bCat nuc transl	bCat nuc transl cell count 5 µM	WT yeast gro inh	WT yeast gro inh mutant strain	Autophagy mod	Autophagy mod cell loss 18 h	M17LAP inhibition	MT stabilizer	MT stabilizer Hoechst-high %	MT stabilizer cytotoxicity %	P. falciparum M1AAP	Dynein cargo inh	Dynein cargo inh cytoplasmic EGFP	Dynein cargo inh nuclear GR-EGFP	Dynein cargo inh cell count
FC(F)(F)c1cnc(Oc2ccccc2-c2nnc(-c3ccc(Cl)cc3)o2)c(Cl)c1
→ i	18	i	-2.7	1166	13	-6	i	7	1%	4.8	1.5	11	-3%	2.3	0.18	1.8	-1.2
CC(C)NC(=O)C(=O)NC1CCCCCC1
→ i	40	i	·	·	-18	-13	i	1	5%	1.0	0.8	21	-8%	-0.23	-0.07	-0.34	1.4
CCOc1ccc(NC(=O)CN2CCN(CC(=O)Nc3ccc(OC)cc3)CC2)cc1
→ i	28	i	-7.6	1111	-15	1	i	15	24%	3.4	2.1	5.7	1%	1.5	-0.17	1.7	-0.5
O=c1c2cccnc2[nH]c(=S)n1CCC1=CCCCC1
→ i	40	i	3.2	1379	-10	17	·	·	1%	2.2	1.7	8.6	3%	-0.011	-0.19	0.31	-0.2
CCOc1ccc(-n2c(-c3ccco3)n[nH]c2=S)cc1
→ i	44	·	2.4	1405	1	23	i	2	-21%	2.0	2.1	1.2	-2%	0.044	-0.33	0.042	0.39
CCC(C)[C@H]1CNC(=S)N1CCc1cc(C(F)(F)F)cc(C(F)(F)F)c1 (stereo partly specified)
→ i	37	i	-2.9	1223	53	28	i	11	-2%	2.8	1.0	3.4	5%	-0.87	-0.34	-0.28	0.55
CCN1C(=O)/C(=C\c2cccn2-c2ccc([N+](=O)[O-])cc2)N(CC)C1=S
→ i	50	i	0.2	994	2	7	i	3	16%	2.1	2.4	8.1	8%	1.4	-0.27	0.88	-0.69
CC(=O)Nc1ccccc1OCC(=O)N(Cc1ccccc1)C(C)C
→ i	48	i	1.5	1102	7	-10	i	2	-2%	3.1	1.5	2.5	1%	1	-0.26	0.32	0.14
O=C(CSc1nnc(-c2cccs2)n1-c1ccccc1)N1CCCC1
→ i	28	i	-0.3	1448	3	2	i	-10	17%	2.9	2.4	12	3%	0.056	-0.39	-0.02	-0.3
Cc1cc(-c2ccccc2)n2nc(C)c(C#N)c2n1
→ i	22	i	-3.6	1035	3	5	i	-2	-29%	2.1	1.1	0.2	4%	-0.027	0.069	0.11	0.46
COc1ccc(-c2c3c(=O)n(C)c(=O)n(C)c3cn2N2CCOCC2)cc1
→ i	23	i	-0.3	1028	11	14	i	-30	-4%	3.2	1.5	7.4	1%	0.014	-0.21	-0.15	0.13
CC1(C)Cc2nc3sc(C(=O)O)c(N)c3cc2CS1
→ i	8	i	-0.8	1129	-4	7	i	-1	4%	1.2	1.5	5.4	6%	-0.13	-0.27	-0.41	0.75
CCC1=C/C(=C/c2sc3ccccc3[n+]2CC)CC(C)(C)C1
→ i	50	i	1.1	538	20	12	i	19	8%	5.8	1.9	0.6	-2%	-1.7	-0.053	-0.8	-0.057
O=C(Nc1nnc(CCN2CCCCC2)s1)C1CCCCC1
→ i	14	i	·	·	10	16	i	7	-5%	2.0	3.2	6.3	6%	1.4	-0.27	0.57	0.5
COC(=O)C1=C(C)N(C(C)c2ccccc2)C(=O)C1 (stereo unspecified)
→ i	5	i	-2.7	1176	-2	-13	i	3	7%	2.8	3.4	2.9	0%	-0.53	1.2	-0.14	-0.3
O=C1NC(=O)C(CC(=O)N(Cc2ccco2)C2(C(=O)NC3CCCC3)CCCCC2)N1 (stereo unspecified)
→ i	33	·	-1.2	1184	3	-3	i	-7	3%	1.9	1.6	9.1	-4%	-1.1	-0.25	-0.59	0.092
C[C@@H](Oc1ccccc1)c1nnn(Cc2ccccc2)c1-c1c([C@@H](C)Oc2ccccc2)nnn1Cc1ccccc1
→ i	18	i	1.9	1329	·	·	·	·	-3%	·	·	·	2%	-0.79	-0.86	-0.32	0.98
CCOC(=O)C1CCCN(C(=O)COC(=O)c2ccc(C#N)cc2)C1 (stereo unspecified)
→ i	40	i	-1.4	1101	-17	-13	i	-4	3%	2.4	2.1	4.0	-5%	-0.93	-0.36	-0.75	0.67
CC(C)NC(=O)c1c(O)c2ccccc2[nH]c1=O
→ i	36	i	-2.0	1203	-4	-18	i	5	-11%	3.3	3.1	6.0	0%	-1.4	-0.22	-0.38	0.44
CN1C(=O)C(/C(N)=N/NC(=O)c2ccccc2)C2CC1(C)Oc1ccccc12 (stereo unspecified)
→ i	31	i	-1.8	959	6	3	i	11	26%	3.9	2.4	4.8	1%	0.44	-0.18	0.27	-0.82
Cc1ccc(C2C3=C(CC(C)(C)CC3=O)N(CCN3CCOCC3)C3=C2C(=O)CC(C)(C)C3)cc1
→ i	50	i	3.1	1419	-6	9	i	15	-143%	6.0	3.1	4.2	7%	-0.84	-0.053	-0.24	0.55
O=C(O)c1cccc(COc2ccc(CO)cc2Cl)c1
→ i	53	i	-0.2	1100	-14	-17	·	·	4%	·	·	·	0%	·	·	·	·
[O-]/[N+](=C\c1ccc(F)cc1)c1ccccc1
→ i	32	i	-1.5	1188	6	1	i	-7	-4%	1.9	1.5	7.9	2%	-0.52	-0.22	0.00086	-0.041
CCC1CCCCN1C(=O)COc1c(Br)cc(Br)c2cccnc12 (stereo unspecified)
→ i	35	i	-2.7	1027	41	34	i	12	4%	3.5	1.5	7.4	2%	2.3	-0.0079	1.3	-0.51
O=C(OCC(=O)N1CCN(c2ccccc2)CC1)c1cccc(Cl)c1
→ i	38	i	0.5	944	-8	0	i	-10	-5%	1.9	2.1	5.4	2%	0.37	-0.24	0.58	-0.14
CC(C)(C)C(=O)NCC12C=CC(O1)C1C(=O)N(c3ccccc3)C(=O)C12 (stereo unspecified)
→ i	43	i	-2.4	1253	-7	3	i	2	11%	3.7	1.9	6.7	3%	1.6	-0.18	1.1	-1.5
O=C(Nc1ccc2c(c1)OCO2)C1CCN(S(=O)(=O)Cc2ccccc2)CC1
→ i	51	·	1.5	1112	5	-11	i	-9	19%	1.2	2.1	13	1%	-0.43	-0.2	-0.12	0.29
C=CCn1c(-c2cc(OC)c(OC)c(OC)c2)n[nH]c1=S
→ i	30	i	0.1	966	-5	-7	i	0	0%	4.6	3.3	0.4	1%	-0.0031	-0.23	-0.38	-0.12
CCOC(=O)N1CCN(C(=O)c2ccc3c(=O)n(Cc4ccccc4OC)c(=S)[nH]c3c2)CC1
→ i	40	i	-1.5	898	-24	8	i	-3	-11%	6.7	1.9	2.5	0%	3.1	-0.11	1.7	-1.5
CC(=O)N1CCN(c2ccc(NCc3cccs3)cc2)CC1
→ i	36	i	-0.9	1083	39	3	i	7	-16%	2.6	2.2	5.5	15%	0.78	-0.26	0.73	0.31

Next part; it opens with the 2 that closed the last part.
Fields – T cell modulator	T cell modulator vesicle-bound %	Yfh1-depleted yeast	bCat nuc transl	bCat nuc transl cell count 5 µM	WT yeast gro inh	WT yeast gro inh mutant strain	Autophagy mod	Autophagy mod cell loss 18 h	M17LAP inhibition	MT stabilizer	MT stabilizer Hoechst-high %	MT stabilizer cytotoxicity %	P. falciparum M1AAP	Dynein cargo inh	Dynein cargo inh cytoplasmic EGFP	Dynein cargo inh nuclear GR-EGFP	Dynein cargo inh cell count
CCOC(=O)N1CCN(C(=O)c2ccc3c(=O)n(Cc4ccccc4OC)c(=S)[nH]c3c2)CC1
→ i	40	i	-1.5	898	-24	8	i	-3	-11%	6.7	1.9	2.5	0%	3.1	-0.11	1.7	-1.5
CC(=O)N1CCN(c2ccc(NCc3cccs3)cc2)CC1
→ i	36	i	-0.9	1083	39	3	i	7	-16%	2.6	2.2	5.5	15%	0.78	-0.26	0.73	0.31
CC(C)C[C@H](NC(=O)c1nc[nH]c1C(=O)N[C@@H](CCCCNC(=O)OC(C)(C)C)C(=O)OC(C)(C)C)C(=O)OC(C)(C)C
→ i	34	i	1.0	1090	·	·	·	·	2%	·	·	·	-4%	-1.2	-0.79	-0.4	0.13
CCOC(=O)c1ccc(CNS(=O)(=O)c2c(C)ccc3nsnc23)o1
→ i	14	i	·	·	11	-31	i	4	-1%	3.4	1.4	4.3	-4%	0.09	-0.2	0.041	0.91
Cc1ccc2nc(NC(=O)CCCc3nc4ccccc4s3)sc2c1
→ i	55	i	·	·	31	36	i	-6	-2%	1.9	1.6	7.2	-25%	1.2	-0.15	0.87	-1.3
CN1CCc2nc(SC(C(=O)O)c3ccccc3)c(C#N)c(-c3cccs3)c2C1 (stereo unspecified)
→ i	41	i	0.5	1107	·	·	·	·	10%	·	·	·	4%	0.57	-0.23	-0.13	-0.16
CCc1ccccc1NC(=S)N(CCOC)C(C)c1ccco1 (stereo unspecified)
→ i	56	i	0.5	1375	·	·	·	·	-6%	·	·	·	-5%	0.16	-0.23	1	-0.52
